Compound activity: PubChem BioAssay, several laboratories
TRPN1 ag – activates the zebrafish TRPN1 channel; activation, % at 3 µM; 220,000 tested, 0.18% active; HEK293 zebrafish TRPN1-YFP, Fluo-8 calcium fluorescence; 100% = response to 87 µM carbachol;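 active = activation above its plate's cutoff, the mean activation of test wells on that plate plus 3 SD, cut at about 19% in these data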;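 note: 0% = DMSO alone and 100% = 87 µM carbachol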
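Assay system: Zebrafish TRPN1-YFP in HEK293 cells | Incubation: Dye loading 1 h at 37 °C, then 30 min room temperature | Measured by: Kinetic Fluo-8 fluorescence, ex 470-495, em 515-575 nm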
KCC2 mod – KCC2 (human) Cl- transport modulation; Q9H2X9; KCC2 cells, thallium flux FluoZin-2 fluorescence; B-score of Tl+ flux slope (higher = more flux/activation; lower = inhibition) at 10 µM; 190,000 tested, 2.2% active;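 active = thallium flux slope and its plate-corrected score both differing from the plate sample mean at a set confidence after two filtering rounds, in either direction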;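 note: slope of fluorescence scaled to starting intensity during 10 to 20 s after thallium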
TbHK1 inh – T. brucei hexokinase 1 inhibition; recombinant TbHK1, G6PDH-coupled NADH A340; AID 1430; inhibition, % at 10 µM; 220,000 tested, 0.11% active;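 active = inhibition of 50% or more in the single-dose primary screen; inactive = inhibition below 50%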
EBV gp42 inh – blocks Epstein-Barr virus glycoprotein 42 binding; inhibition, % (tested at 21.74 µM); Q1HVG2; Fluorescence polarization binding assay, mP read-out; 220,000 tested, 0.42% active; in the data active = inhibition above about 50%
Target sequence (Q1HVG2 whole entry, looked up): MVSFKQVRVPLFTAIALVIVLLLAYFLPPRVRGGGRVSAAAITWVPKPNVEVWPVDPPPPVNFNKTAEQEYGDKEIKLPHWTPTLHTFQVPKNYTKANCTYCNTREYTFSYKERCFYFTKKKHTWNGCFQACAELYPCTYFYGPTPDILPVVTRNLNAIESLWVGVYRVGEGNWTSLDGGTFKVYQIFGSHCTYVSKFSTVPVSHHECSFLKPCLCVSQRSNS
thrombin 1536 – inhibitors of human thrombin; P00734; 220,000 tested, 0.26% active; alpha-thrombin, Boc-VPR-AMC fluorogenic substrate cleavage; inhibition, % at 5 µM;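 active = inhibition at or above 40%; inactive = inhibition below 40%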;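 note: 0% = enzyme with no compound and 100% = wells without enzyme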
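Material: human alpha-thrombin enzyme / Medium: pH 7.5 Tris (50 mM) with NaCl 150 mM, Tween 20 0.05% / Compound: single-point dosing at 5 µM, 0.2% DMSO / Incubation: enzyme reaction carried out at room temperature / Detection: AMC fluorescence, 355/460 nm / Read-out basis: percent inhibition scaled between no-compound controls and no-enzyme blanks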
PPC-1+TRAIL kill – kills PPC-1 cancer cells in the presence of TRAIL. cell killing (% activity), % at 4 µM. PPC-1 cells + TRAIL, ATPLite viability luminescence. 220,000 tested, 0.41% active;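 active = cell killing above 50% in the first pass at 4 µM, then a duplicate retest at 5 µM averaging 50% or more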;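 note: plate controls were cells with TRAIL plus DMSO for no effect and medium-only wells lacking cells for full effect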
TRPML3 ag – human mucolipin-3 channel agonism; activation, % at 3 µM; HEK293 TRPML3-YFP, Fluo-8 calcium fluorescence; 100% = the carbachol control signal; Q8TDD5; 220,000 tested, 0.29% active;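 active = activation above its plate's cutoff, the mean activation of the plate's test wells plus 3 SD, cut at about 12% in these data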;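 note: 0% = DMSO only wells and 100% = carbachol wells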
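Material: TRPML3-YFP stable HEK293 cells | Dosing: One concentration, 3 µM nominal, 0.3% DMSO | Timing: 125 s total fluorescence read per well | Technique: Fluo-8 calcium dye fluorescence, ex 470-495, em 515-575 nm | Measure: Percent activation from peak-to-basal fluorescence ratio, scaled between DMSO and carbachol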
Furin inhibitor – blocks human furin protease activity; P09958; 220,000 tested, 0.061% active; purified furin, fluorogenic substrate cleavage; AID 463115; inhibition, % at 30 µM; in the data active = inhibition above about 25%; note: inactives centre near -15
Target sequence (P09958 108-714 limits assumed): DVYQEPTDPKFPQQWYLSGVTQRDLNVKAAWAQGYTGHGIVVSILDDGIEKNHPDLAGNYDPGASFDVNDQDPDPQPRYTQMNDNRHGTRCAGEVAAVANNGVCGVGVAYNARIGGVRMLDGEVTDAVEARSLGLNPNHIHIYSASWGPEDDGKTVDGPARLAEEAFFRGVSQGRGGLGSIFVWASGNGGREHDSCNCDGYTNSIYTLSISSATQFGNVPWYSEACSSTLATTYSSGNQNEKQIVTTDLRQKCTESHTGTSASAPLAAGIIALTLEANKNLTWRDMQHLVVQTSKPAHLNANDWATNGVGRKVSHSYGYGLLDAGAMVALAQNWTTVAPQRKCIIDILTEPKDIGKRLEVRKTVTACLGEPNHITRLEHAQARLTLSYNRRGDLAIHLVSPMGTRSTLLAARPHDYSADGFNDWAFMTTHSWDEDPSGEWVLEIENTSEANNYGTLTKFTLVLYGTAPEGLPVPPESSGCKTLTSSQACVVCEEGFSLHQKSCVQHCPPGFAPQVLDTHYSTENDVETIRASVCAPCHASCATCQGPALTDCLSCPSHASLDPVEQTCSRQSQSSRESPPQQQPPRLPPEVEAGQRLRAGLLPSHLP
m-calpain inh – inhibitors of pig calpain II | purified calpain II, fluorogenic peptide substrate, 30 min | inhibition, % at 16 µM | 220,000 tested, 0.37% active;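 active = inhibition above about 50%, limit read from the data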
* = called active by the depositor; . = no result given; [ ] = another dose, or the depositor's remark.

compound,KCC2 mod,EBV gp42 inh,m-calpain inh,TRPN1 ag,thrombin 1536,Furin inhibitor,TbHK1 inh,TRPML3 ag,PPC-1+TRAIL kill
O=C(Nc1nc2ccsc2c(=O)s1)c1ccc(Cl)cc1,1.47,-25.4,-19.9,0.8,-0.4,-23.0,-10.2,0.9,1.4
Cc1cc(C)c(C#N)c(SCC(=O)Nc2ccccc2C(N)=O)n1,0.0138,-23.4,-17.4,-0.3,-7.9,-15.7,-1.0,0.3,73.0*[5 µM]
CC(C)=CC(=O)NCc1c(Cl)cccc1-n1cccc1,0.0179,-12.6,-4.6,-0.2,-0.1,-19.0,0.9,-0.1,-3.0
CC1CCN(C(=O)COc2cccc3c2CCN(C)C3=O)CC1,0.0246,-12.1,8.1,-0.7,-16.8,-2.1,2.3,0.8,7.7
CCCCCCn1c(C)nc2c(c1=O)c1nc3ccccc3nc1n2/N=C/c1ccco1,-1.19,-26.7,-80.7,1.2,-6.9,-13.6[20 µM],-24.4,0.6,9.8
COc1cccc(S(=O)(=O)Nc2ccc(C(=O)N3CCOCC3)cc2)c1,-0.741,-17.1,-3.8,0.2,-2.2,-14.7[20 µM],-7.9,0.3,13.9
Cc1onc(-c2c(Cl)cccc2Cl)c1C(=O)N/N=C(\N)COc1ccc(Cl)cc1,.,13.0,20.9,-0.1,-1.7,-25.5[20 µM],21.2,-0.6,12.5
O=C(N/N=C/c1cccc(OCc2ccccc2)c1)c1ccc(Br)cc1,-0.488,-17.0,2.9,0.8,-1.1,-28.5,-3.1,1.4,26.0
COc1ccc2nc(SCC(=O)Nc3c(C)cc(C)cc3C)[nH]c2c1,0.0586,1.5,23.2,-1.9,-0.5,-23.2[20 µM],-4.3,-0.9,-11.4
O=C(NNC(=S)NCc1ccco1)C(c1ccccc1)c1ccccc1,-0.0901,8.0,-1.5,-0.1,2.1,-29.9,9.0,0.9,27.1
CCOC(=O)N1CCN(C(=O)C2CCCN(S(C)(=O)=O)C2)CC1 (stereo not drawn),0.878,-4.5,-9.0,2.1,-4.8,-8.5,1.0,0.6,-5.4
CCCOc1ccc2oc(=O)c3c(c2c1)CCCN3C(=O)CN1CCN(C(=O)c2ccco2)CC1,-0.114,9.9,-61.4,1.3,-5.0,-9.6,-17.9,1.0,0.3
O=C(CCSc1nnc(-c2ccccc2)o1)N1CCOCC1,0.539,-2.3,7.4,0.1,-5.3,-16.8,-0.1,0.3,-0.9
CCOc1ccc(NC(=O)N2CCC(n3nnc4cc(C)ccc43)CC2)cc1,-1.07,-1.0,29.6,-1.9,-2.0,-23.1[20 µM],6.1,-0.8,1.1
COc1ccccc1NC(=O)CN1C(=O)C2(OCCCO2)c2ccccc21,-0.0276,1.8,-42.1,-0.2,-5.4,-19.1,-0.4,0.6,-4.5
COc1cccc(C(=O)NNC2=CC(=O)CC(C)(C)C2)c1,0.107,-18.8,14.0,0.4,-2.3,-17.9[20 µM],-8.2,0.7,19.5
CCOc1ccccc1NC(=O)C1C2CCC3C(CCC21)C3(Cl)Cl (stereo not drawn),-0.608,-5.9,0.7,-1.6,-4.3,-12.4,1.6,0.2,15.1
N#Cc1ccccc1OCCOCCNC1CCCC1,0.0677,-6.2,20.1,-0.1,-3.3,-18.1,3.4,0.9,6.7
Clc1ccc(Cl)c(-c2nn3c(Cn4cnc5ccccc54)nnc3s2)c1,-0.537,.,.,-0.8,.,-30.0[20 µM],1.9,-0.5,.
CC1CN(c2ccc(S(=O)(=O)N3CCOCC3)cn2)CC(C)O1 (stereo not drawn),0.00276,-15.4,-8.5,-0.6,6.2,-7.9[20 µM],0.4,0.3,3.1
CCOc1ccccc1NC(=O)NCc1ccccc1,1.42,-8.1,-1.6,-0.5,4.6,-17.3,-2.7,0.4,10.1
Cc1cc(C)nc(NC(=O)c2cccc([N+](=O)[O-])c2C)n1,0.637,-14.0,11.1,-1.8,-5.2,-19.3[20 µM],-6.0,0.2,14.4
Cc1cccc(NC(=O)C2CCN(c3nc(C)cc(C)n3)CC2)c1,0.189,-10.3,-33.4,-0.1,1.1,-19.8,-10.0,-0.3,22.1
O=C(O)c1cccc(Cn2c(Cl)c(/C=N/NC(=O)c3ccccc3Cl)sc2=O)c1,1.35,-9.4,29.1,-0.5,1.9,-7.7[20 µM],-11.2,-0.2,13.4
O=c1c2cnn(-c3ccccc3)c2ncn1Cc1cccc(Cl)c1,0.0449,-6.5,-16.7,1.4,-3.1,-30.8,1.0,0.5,9.7
Cc1ccc(C(=O)NC(C)c2ccc(F)cc2)cc1 (stereo not drawn),0.256,-12.3,14.3,-0.6,-4.4,-16.2,-1.1,-0.8,15.5
CCOC(=O)N1CCN(c2c(NCc3ccc(F)cc3)c(=O)c2=O)CC1,-0.737,-18.4,-6.0,0.3,-3.1,-27.1,-3.5,0.2,-17.6
O=C(Cn1c(Cc2ccccc2)nc2ccccc21)NCc1ccc2c(c1)OCO2,-0.0137,-9.7,-0.5,-1.1,-10.5,-3.9,1.6,-0.1,11.0
C=CCOc1ccc2ccccc2c1CNCCCN1CCOCC1,0.0379,-7.2,-3.3,-0.2,-4.5,2.5[20 µM],-4.0,0.0,13.8
COc1ccc(NC(=O)CSc2nccn2C)c([N+](=O)[O-])c1,-0.413,3.5,-18.2,-1.2,-13.7,-17.3,-10.4,0.0,3.0
Cc1occc1-c1nnc(SCC(=O)NC(C)(C)C)n1C(C)c1ccccc1 (stereo not drawn),.,-24.7,-41.3,-1.0,6.2,-3.9,-3.0,-1.5,18.2
COc1ccc(NC(=O)CSc2nnc(C3CCCCC3)n2-c2ccccc2)cc1,-0.671,-9.6,-7.1,-0.7,3.6,-13.2[20 µM],3.2,-1.7,15.8
O=C(Oc1cccc(Nc2ncnc3ccccc23)c1)c1cccnc1,-1.77,-0.1,-8.5,10.1,-11.0,-17.4,-10.6,5.7,16.6
CCOC(=O)N1CCN(Cc2nc(N)nc(Nc3ccc(C)cc3C)n2)CC1,-1.74,12.4,12.1,0.0,-9.2,-8.7,4.4,0.4,-3.7
COc1ccc(CSc2nnc(Cc3sc(-c4ccccc4)nc3-c3ccccc3)o2)cc1,-0.0957,-15.2,18.1,-0.4,-3.3,-8.6[20 µM],-8.8,1.2,2.0
O=C(N/N=C/c1ccccc1OC(=O)N1CCOCC1)c1cccs1,-0.0883,-6.6,13.9,0.9,-4.4,-3.4,-4.8,0.4,25.2
Cc1ccccc1C(=O)Nc1ccc(C(=O)N/N=C/c2ccncc2)cc1,0.133,-8.0,16.2,-0.3,0.8,-24.6,-2.0,0.3,.
Cc1cc(NC2CCCCC2)nc(N2CCOCC2)n1,-0.0245,-23.1,-9.6,0.9,-2.1,-28.7,0.8,0.1,24.3
N#C/C(=C/c1ccc(N2CCCCC2)o1)c1cccc(F)c1,.,-21.9,-44.8,0.0,2.0,-7.2[20 µM],-5.4,1.3,15.2
CCn1c(SCC(=O)N2CCCC(C)C2)nnc1-c1ccc(S(=O)(=O)N2CCN(C)CC2)cc1 (stereo not drawn),-0.0919,-15.9,-50.2,-0.9,3.4,-11.1[20 µM],-2.7,0.2,0.6

Brought forward from above: two entries; new compounds follow.
compound,KCC2 mod,EBV gp42 inh,m-calpain inh,TRPN1 ag,thrombin 1536,Furin inhibitor,TbHK1 inh,TRPML3 ag,PPC-1+TRAIL kill
N#C/C(=C/c1ccc(N2CCCCC2)o1)c1cccc(F)c1,.,-21.9,-44.8,0.0,2.0,-7.2[20 µM],-5.4,1.3,15.2
CCn1c(SCC(=O)N2CCCC(C)C2)nnc1-c1ccc(S(=O)(=O)N2CCN(C)CC2)cc1 (stereo not drawn),-0.0919,-15.9,-50.2,-0.9,3.4,-11.1[20 µM],-2.7,0.2,0.6
COC(=O)c1[nH]c(C)c(/C(O)=C2\C(=O)C(=O)N(CCCN3CCOCC3)C2c2ccccn2)c1C (stereo not drawn),0.338,-4.0,-57.9,0.8,5.8,-27.2[20 µM],-22.6,0.6,10.7
COc1ccc(NC(=S)Nc2cccc(Cl)c2)cc1OC,0.252,-12.6,30.6,-0.6,-7.3,-12.8,6.0,0.5,18.4
O=C(Nc1ccc2[nH]ccc2c1)c1cccs1,-0.0729,-9.0,2.9,2.4,-3.0,-27.7,-16.6,0.4,42.3
Cc1nn(-c2ccccn2)c(N)c1N=O,0.184,-10.9,0.3,0.7,-5.7,-13.5,-22.5,0.8,1.2
Cc1cccc(OCCn2c(CCCO)nc3ccccc32)c1,0.844,19.5,-32.5,0.7,-2.5,-19.1,-1.9,0.3,22.9
COc1ccc(NC(=O)N2c3ccccc3CC2C)cc1OC (stereo not drawn),0.701,-12.0,-9.8,-0.6,-4.2,-24.4[20 µM],0.9,-0.7,5.2
CC(C)(C)NC(=O)CN1C(=O)/C(=C/c2ccccc2)SC1=S,-0.535,-11.1,-2.0,-0.4,-1.5,-10.2,-15.4,0.0,19.6
O=C1CCCCC1C(Nc1ccc(Br)cc1)c1ccccc1 (stereo not drawn),-1.37,-11.8,-3.6,-1.5,-0.2,-17.9[20 µM],2.2,-0.3,16.2
CCOc1ccc(NC(=O)CCCOc2cc(=O)n(C)c3ccccc23)cc1,-0.74,-4.8,-19.4,0.5,-17.6,-16.8[20 µM],-0.1,2.7,-5.5
Cc1ccc(-n2c(=O)cc(N3CC(C)OC(C)C3)[nH]c2=O)cc1 (stereo not drawn),0.0503,-6.2,2.1,0.4,-6.4,-15.3,0.4,0.7,21.1
COc1ccc(NC(=O)c2cccc(Oc3ccc([N+](=O)[O-])cc3Cl)c2)cc1,-0.463,7.2,-8.7,0.3,0.4,-23.6,-0.9,0.5,-8.9
COCCn1c(SC(C)C(=O)Nc2ccc3c(c2)OCCO3)nc2ccccc2c1=O (stereo not drawn),-1.49,0.4,-24.9,-1.1,1.7,-31.7,-3.8,0.3,-1.1
